Source: PubChem (several laboratories)
MT stabilizer: microtubule stabilization, imaging screen; % tubulin-high responders, % at 10 µM; HeLa tubulin immunostaining HCS, 24 h; share of cells brighter than vehicle mean+2SD; 200,000 tested, 0.83% active; AID 2205;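 active = plate Z-score above 3 for both tubulin-high and condensed-nucleus cell shares, with cell loss under 80%, at 10 µM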;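 also: anti alpha tubulin signal scored within the nucleus-defined area of each cell; some results filed as inactive read as strong as hits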
Autophagy HCS: alters autophagy in cells; MEF GFP-LC3 puncta imaging; test concentration mostly 10 µM; calls only at 10 µM (by protocol); 190,000 tested, 0.98% active;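 active = percentage of spot-positive cells more than 3 SD above its plate mean, without a fluorescence outlier flag or 80% toxicity; inconclusive = no clear call, values can overlap the other calls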;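 also: spot-positive cell cutoff set from DMSO-treated cells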
T cell HTS: T cell immune modulators affecting CD8 T cell-vesicle binding. AID 2052. 330,000 tested, 0.068% active. 2C CD8+ T cell-vesicle binding, flow cytometry; active compounds read low. calls only at 7 µM;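 active = response, share of CD8 T cells binding vesicles, and their 90th percentile fluorescence all below set limits, cut at about 80% in these data, passing the limit was not always enough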
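incubation = binding step 1.5 h, 37 °C, antibody labelling 20 min, ice | test system = 2C mouse CD8+ T cells | read-out basis = percent CD8+ FL2 mean versus row control | controls = Peptide-free naked vesicles (low) and QL9 vesicles with 0.7% DMSO vehicle (high) | detection = flow cytometry of vesicle-bound cells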
Insulin prom up: MIN6 insulin promoter up-regulation. MIN6 insulin promoter-GFP reporter, high-content imaging; active compounds read high. z-score at 5 µM. 190,000 tested, 0.3% active;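 active = z-score above 3 at 5 µM with at least 500 cells counted in the well; inconclusive = wells under 500 cells, flagged as cytotoxic or low count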
WT yeast gro inh: growth inhibition of WT yeast, mitochondrial fusion screen | inhibition, % at 10 µM | 190,000 tested, 2.1% active | mitochondrial fusion phenotypic screen, WT strain; in the data active = inhibition above about 58%; tested in S. cerevisiae
Lipid droplet: hepatic lipid droplet formation modulation | AID 1656 | AML12 mouse hepatocytes, oleate lipid droplets, BODIPY imaging | inhibition, % at 6.5 µM | 240,000 tested, 0.4% active;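 active = lipid droplet intensity inhibited by at least 50%, with more than 500 cells counted; inconclusive = wells with under 300 cells, treated as cytotoxic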
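Assay system: AML12 hepatocytes (mouse) / Also added: 100 µM oleic acid challenge / Times: overnight treatment with compound plus oleate / Detection: high-content imaging of BODIPY-stained droplets and DAPI nuclei / Evaluation: % inhibition of lipid droplet signal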
bCat nuc transl: alters nuclear translocation of beta-catenin in HeLa cells | nuclear translocation activity, % at 5 µM | immunofluorescence imaging | 190,000 tested, 0.3% active;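 active = nuclear translocation activity above 50% at 5 µM, with a well cell count of 50 or more; inconclusive = wells under 50 cells across six images, flagged as toxic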;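 also: per-cell ratio of nuclear to cytoplasmic median beta-catenin stain intensity; plate controls were DMSO negative control for no effect and GSK-3 inhibitor IX positive control for full effect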
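Test system: human HeLa cells, endogenous beta-catenin. Times: 24 h compound exposure, 37°C. Measured by: beta-catenin immunofluorescence imaging with DAPI.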
West Nile antiviral: inhibition of WNV-induced cytopathic effect – cell-based, CPE readout (AID 1621) | West Nile virus-infected cells, CPE inhibition; higher % means a stronger effect | 290,000 tested, 0.02% active | CPE inhibition, % at 10 µM; hits with a dose series show IC50 in µM; in the data active = a potency from the dose series; inconclusive = CPE inhibition mostly from about 3.7% at the one dose, without a potency; inactive = the rest, 99 in 100 with CPE inhibition below about 2.2%; also: strong numbers were not always called active
Myeloid diff MLP: promotes myeloid progenitor differentiation; ER-HoxA9 myeloid progenitors, lysozyme-GFP differentiation, flow cytometry; calls only at 10 µM; 360,000 tested, 1% active;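 active = normalized GFP-positive differentiation at or above the plate's own cutoff, the solvent-only control mean plus 3 SD; inconclusive = no clear call, values can overlap the other calls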;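 also: cells exposed to compound for four days before flow analysis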
WT yeast gro inh mutant strain: also measured in WT yeast gro inh; calls as there; inhibition, %; mitochondrial fusion phenotypic screen, mutant strain inhibition
Insulin prom up cell count: recorded beside Insulin prom up, whose call it bears; cell count; measured here: cytotoxicity, nuclei count;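 total cells summed across four imaged fields per well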
Lipid droplet cells 6.5 µM: also measured in Lipid droplet; calls as there; cell count; measured here: cell count, cytotoxicity flag;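 cells counted across two imaged fields per well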
bCat nuc transl cell count 5 µM: recorded beside bCat nuc transl, whose call it bears; cell count; measured here: cell count, cytotoxicity flag
T cell HTS vesicle-bound %: also measured in T cell HTS; calls as there; double positive events, %; measured here: CD8+ vesicle-bound cell fraction;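 binding gate set so that unloaded-vesicle control wells show 10% double positive cells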
MT stabilizer Hoechst-high %: further read-out of MT stabilizer, marked with its call; % Hoechst-high responders; measured here: nuclear condensation Hoechst responders;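 share of cells brighter than vehicle mean plus two SD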
MT stabilizer cytotoxicity %: also measured in MT stabilizer; calls as there; toxicity, %; measured here: cytotoxicity by cell density;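 0% = mean cell density of plate MIN control wells and 100% = no cells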
Autophagy HCS cell loss 18 h: also measured in Autophagy HCS; calls as there; toxicity, %; measured here: cell loss, nuclei count;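 cell loss after 18 h compound exposure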
Myeloid diff MLP GFP+ MAC1+ %: also measured in Myeloid diff MLP; calls as there; GFP+ MAC1+ double positive, %; measured here: differentiation confirmed by MAC1 staining
An asterisk follows results filed as active; i = inactive; ? = inconclusive; nt = not tested or not shown; + = active, no number.

SMILES	MT stabilizer	MT stabilizer Hoechst-high %	MT stabilizer cytotoxicity %	Autophagy HCS	Autophagy HCS cell loss 18 h	T cell HTS	T cell HTS vesicle-bound %	Insulin prom up	Insulin prom up cell count	WT yeast gro inh	WT yeast gro inh mutant strain	Lipid droplet	Lipid droplet cells 6.5 µM	bCat nuc transl	bCat nuc transl cell count 5 µM	West Nile antiviral	Myeloid diff MLP	Myeloid diff MLP GFP+ MAC1+ %
CCOCCCNC(=S)NCCc1ccccc1	3.6	2.4	5.4	i	-1.9	i	25.5	0.13	1355	-0.5	-9.9	15.2	703	-0.3	927	-0.1%	i	1.0
COCCN1C(=O)c2ccccc2C(C(=O)NCCN(C)C)C1c1ccc(F)cc1 (stereo not drawn)	3.8	2.3	11.2	i	6.4	i	16.8	-0.37	1098	6.5	-0.3	nt	nt	7.7	1375	-0.2%	i	1.7
COc1ccc(CN2C(=O)c3cccnc3C2=O)cc1S(=O)(=O)NCc1ccccc1	nt	nt	nt	nt	nt	i	18.6	nt	nt	nt	nt	-2.0	677	nt	nt	-0.1%	?	nt
NC(=O)C1CCN(C(=O)c2cnn(-c3ccccc3)c2NC(=O)c2ccco2)CC1	5.4	2.3	6.1	i	-11.7	i	49.9	-0.09	1075	-7.8	-5.8	nt	nt	nt	nt	0.1%	i	0.8
O=C(NCc1ccccc1Cl)NC(=O)c1ccccc1	4.3	0.8	4.8	i	10.7	i	54.6	0.05	1528	2.3	-6.6	10.4	672	-1.8	1045	-0.5%	i	0.1
O=C(Cc1c(C(=O)O)[nH]c2ccccc12)NCCN1CCN(c2ccccc2F)CC1	4.9	2.5	5.1	i	5.0	i	21.3	-0.13	1281	2.2	-15.2	nt	nt	-0.1	1419	-0.5%	i	1.0
Cc1ccc(S(=O)(=O)N(C)CC(=O)OCC(=O)c2c(N)n(C)c(=O)n(C)c2=O)cc1	4.1	3.2	4.5	i	-5.1	i	52.2	-0.76	1499	0.3	5.0	-4.2	702	-2.2	1141	0.0%	i	0.2
Cc1ccc(/C=N/NC(=O)c2ccoc2C)s1	3.8	1.9	8.6	i	0.1	i	26.4	-0.29	1263	0.9	-2.3	28.9	629	-0.6	563	-0.1%	i	0.9
COc1ccc(C(=O)COC(=O)c2ccc(N(C)C)cc2)cc1	5.4	1.8	7.0	i	27.5	i	14.5	-0.1	1622	1.0	5.0	3.5	671	-4.9	1112	0.3%	i	0.6
CC(=O)C1=C(O)C(=O)N(c2ccc(O)cc2)C1c1ccccc1Cl (stereo not drawn)	nt	nt	nt	nt	nt	i	41.4	nt	nt	nt	nt	14.9	820	nt	nt	0.0%	i	0.5
N#Cc1cccc(NC(=O)CCC2CCCC2)c1	3.0	1.8	3.6	i	9.2	i	47.6	-0.34	1325	7.1	12.0	-5.3	667	nt	nt	1.5%	i	1.7
Cn1cc(Cl)c(C(=O)NNC(=S)Nc2cccc(Cl)c2)n1	2.6	2.4	2.7	i	1.7	i	30.5	0.04	1412	-3.2	6.8	2.2	684	0.5	1515	0.3%	i	0.4

The last 2 entries of the section before open the next one.
SMILES	MT stabilizer	MT stabilizer Hoechst-high %	MT stabilizer cytotoxicity %	Autophagy HCS	Autophagy HCS cell loss 18 h	T cell HTS	T cell HTS vesicle-bound %	Insulin prom up	Insulin prom up cell count	WT yeast gro inh	WT yeast gro inh mutant strain	Lipid droplet	Lipid droplet cells 6.5 µM	bCat nuc transl	bCat nuc transl cell count 5 µM	West Nile antiviral	Myeloid diff MLP	Myeloid diff MLP GFP+ MAC1+ %
N#Cc1cccc(NC(=O)CCC2CCCC2)c1	3.0	1.8	3.6	i	9.2	i	47.6	-0.34	1325	7.1	12.0	-5.3	667	nt	nt	1.5%	i	1.7
Cn1cc(Cl)c(C(=O)NNC(=S)Nc2cccc(Cl)c2)n1	2.6	2.4	2.7	i	1.7	i	30.5	0.04	1412	-3.2	6.8	2.2	684	0.5	1515	0.3%	i	0.4
O=C(NNC(=S)Nc1ccc(Cl)c(Cl)c1)c1cccc([N+](=O)[O-])c1	nt	nt	nt	nt	nt	i	40.5	0.65	1015	nt	nt	6.9	632	0.8	1339	0.1%	i	0.2
Cc1ccc(NC(=O)Cn2nnc(C(=O)Nc3ccc(C)c(C)c3)c2N)cc1	2.1	1.5	3.0	i	-6.0	i	35.3	0.94	1239	15.3	8.8	-7.3	699	-0.9	986	-0.3%	i	1.9
Cc1ccccc1OCc1nnc(SCC(=O)O)n1-c1ccccc1	nt	nt	nt	nt	nt	i	42.5	nt	nt	nt	nt	-2.2	784	nt	nt	-0.4%	i	0.5
CCN(CC(=O)NC(C)C)C(=O)c1ccc(S(=O)(=O)N(C)c2ccccc2OC)cc1	3.0	1.7	5.2	i	-5.5	i	58.3	0.64	1429	19.2	-6.0	nt	nt	-1.7	1172	0.1%	i	3.5
CCOC(=O)c1ccc(NC(=O)NC2CCN(CC(=O)NCc3ccc4c(c3)OCO4)CC2)cc1	4.7	2.2	5.9	i	-4.9	i	23.9	0.07	826	-11.4	-6.8	nt	nt	-3.4	919	-0.6%	i	0.6
COc1cc(OC)nc(N/N=C(\c2ccccc2)c2ccncc2)n1	5.0	2.7	5.8	i	1.0	i	19.3	-1.95	1482	-11.3	-11.1	-10.4	677	nt	nt	0.4%	i	0.3
CC(=O)c1cc(C#N)c(SCc2ccccc2C#N)nc1C	5.8	2.5	1.5	i	7.0	i	20.0	nt	nt	15.9	-0.1	-6.4	667	-1.1	1172	0.0%	i	1.9
COc1ccccc1N1CC(C(=O)Nc2cccc(C(=O)O)c2)CC1=O (stereo not drawn)	1.4	1.1	3.2	i	1.2	i	48.3	nt	nt	9.3	-9.3	9.6	711	2.5	1058	0.3%	i	0.4
NC(=O)c1nsc(C(=O)N(c2ccccc2)C(C(=O)NC2CCCC2)c2ccncc2)c1N (stereo not drawn)	nt	nt	nt	nt	nt	i	24.6	nt	nt	nt	nt	2.3	821	nt	nt	-0.6%	i	0.7
CN(C)/N=C/c1cc([N+](=O)[O-])ccc1O	2.8	1.7	5.4	i	9.2	i	36.0	0.11	1345	-3.4	13.1	22.4	693	0.5	1198	-0.5%	i	0.2
Cc1ccc(NC(=O)C2CCN(S(=O)(=O)c3ccc4c(c3)NC(=O)CO4)CC2)cc1C	nt	nt	nt	nt	nt	i	21.9	nt	nt	nt	nt	-0.3	664	nt	nt	0.0%	i	2.4
CCCS(=O)(=O)N1CCC(C(=O)NC2CCC(C)CC2)CC1 (stereo not drawn)	3.2	2.6	7.5	i	8.0	i	4.9	1.45	1180	15.1	-5.3	nt	nt	-0.7	1466	-0.2%	i	0.9
C=CCN1C(=O)/C(=C/c2cccs2)S/C1=N\S(=O)(=O)c1ccc(F)cc1	2.0	2.2	5.5	i	-1.8	i	45.7	-0.33	1511	-10.0	6.8	-32.4	680	1.0	1149	0.4%	+	0.5*
O=C(NC(C(=O)O)c1ccccc1)c1ccccc1 (stereo not drawn)	2.1	1.6	1.0	i	-6.0	i	56.5	0.26	758	3.3	3.5	-3.2	799	0.2	968	1.7%	i	2.0
Cc1n[nH]c(=O)nc1N/N=C/c1cccs1	5.0	2.4	0.5	i	27.7	i	55.4	-0.63	1015	18.0	34.1	12.2	717	-0.6	1072	0.8%	i	0.1
Cc1ccc2c(CC(=O)OCC(=O)Nc3ccc(Cl)cn3)coc2c1	1.5	2.4	3.6	i	0.8	i	24.8	0.63	1206	9.7	21.4	-3.1	677	-1.3	944	0.1%	i	0.6
O=C(Nc1nccs1)c1ccc[nH]c1=O	nt	nt	nt	nt	nt	i	69.8	nt	nt	nt	nt	1.5	826	nt	nt	-0.2%	i	0.2
Nc1ncnc2c1ncn2[C@H]1C[C@H](O)[C@@H](CO)O1	1.6	2.4	6.9	i	11.4	i	19.8	0.47	1125	-16.7	-9.6	2.3	689	-6.6	487	-0.2%	i	1.9
CCc1ccc2oc(C(=O)NC3CCS(=O)(=O)C3)cc(=O)c2c1 (stereo not drawn)	nt	nt	nt	nt	nt	i	7.1	nt	nt	nt	nt	19.5	751	nt	nt	1.9%	i	3.4
Cc1csc(NC(=O)c2cnccn2)n1	2.6	1.8	2.2	i	18.8	i	35.8	1.03	1217	-1.6	-11.4	nt	nt	-4.2	781	0.1%	i	0.7
CCCCc1c(O)nc(SCC(=O)Nc2ccc(C)cc2)n(-c2ccc(OC)cc2)c1=O	nt	nt	nt	nt	nt	i	12.0	nt	nt	nt	nt	4.8	721	nt	nt	-0.3%	i	2.5
Cc1ccc(-c2cc(C(F)F)n3ncc(C(=O)N4CCCCC4c4cccnc4)c3n2)cc1 (stereo not drawn)	2.2	2.5	9.3	i	10.8	i	10.7	-0.06	1158	46.5	30.0	7.0	661	0.5	1495	-1.2%	i	1.7
Cc1ccc(C)c(NC(=O)CN(C)S(=O)(=O)c2ccccc2)c1	3.5	1.3	6.7	i	37.6	i	61.7	-0.37	1354	-2.2	5.6	-4.7	697	-0.4	989	-0.4%	i	8.5
CCCOC(=O)C(C)Sc1n[nH]c(=O)[nH]c1=O (stereo not drawn)	5.4	0.3	3.4	i	27.3	i	51.5	0	1235	0.9	6.9	-4.3	696	-1.9	1129	0.1%	i	0.1
Cn1cccc1C1C(C#N)=C(N)OC2=C1C(=O)CC(C)(C)C2 (stereo not drawn)	2.4	2.6	3.3	i	-13.2	i	20.0	nt	nt	-8.4	-2.4	0.3	715	0.0	1607	-0.8%	i	0.6
CCN(CC)CCn1c(OC)cc(=O)[nH]c1=O	2.3	1.3	2.2	i	0.8	i	33.1	0.06	1754	-6.7	-0.4	-27.9	644	-1.1	1069	0.3%	i	1.1
CCc1nc2ccccc2n1CC(=O)Nc1cc(C)on1	2.0	2.3	5.5	i	-1.2	i	40.2	1.44	1423	2.5	17.1	8.0	674	0.4	1038	-0.3%	i	0.4
O=C(OCC(=O)N1CCCC1)c1c2c(nc3ccccc13)CCCCC2	2.6	1.1	3.9	i	18.0	i	44.4	-0.4	1408	15.0	3.0	5.2	670	-1.6	1078	-0.7%	i	0.2
